# Compound activity deposited in PubChem BioAssay by Sanford-Burnham Center for Chemical Genomics.
# TAG inh: inhibitors of triacylglycerol accumulation; H9c2 cells, Nile Red lipid (TAG) fluorescence; cells loaded with 200 µM oleic acid; inhibition, % at 12.5 µM; 230,000 tested, 0.66% active;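 active means pattern-corrected inhibition of lipid staining of at least 50% with the nuclear-stain viability signal not falling by more than 50%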;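 further: 0% = DMSO wells and 100% = triacsin C control wells; some results filed as inactive read as strong as hits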
# TAG inh DAPI viability: second read-out of TAG inh, no call of its own (marks repeat the call); DAPI nuclei signal change (viability), lower = more cytotoxic, %;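 whole-well DAPI fluorescence read on a plate reader as a viability signal; minus 50 percent equals half of cells still viable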
# Starred values were filed as active, the others as inactive. A portion of the library; rates above refer to the full screens.
structure	TAG inh	TAG inh DAPI viability
COc1cc(C)c(Cl)c(C)c1S(=O)(=O)NCc1ccc2c(c1)OCO2	-3	-15
CN(Cc1ccccc1)CC(O)COc1ccc(CNCCc2cccnc2)cc1 (stereo not given)	7	24
CCOC(=O)/C=C1\NC(=O)C(C)S1 (stereo not given)	-5	6
CN(C)C(=N)c1n[nH]nc1SCc1ccc(Cl)c(Cl)c1	5	-5
COc1cc(NC(=S)NC(=O)c2ccco2)ccc1NC(=O)C(C)C	2	-6
O=C(NCC1CCCO1)c1cccc(S(=O)(=O)N2CCOCC2)c1 (stereo not given)	9	9
CCc1cccc(NC(=O)CCc2nc(-c3cccs3)no2)c1	-6	3
COc1cccc(C(O)c2nc(-c3ccccc3)cs2)c1 (stereo not given)	-16	4
COc1cccc(C2CC(c3ccccc3Cl)n3ncnc3N2)c1 (stereo not given)	-30	9
c1ccc(-c2noc(C3CCCCC3)n2)nc1	7	-11
CCCCSc1nc(C)c(CC(=O)OC)c(=O)[nH]1	-7	8
CS(=O)(=O)N(CCc1ccccc1)CC(=O)N1CCN(c2ccc(F)cc2)CC1	6	-7
CCOC(=O)c1ccccc1NC(=O)C1CCCO1 (stereo not given)	24	-29
O=C(COC(=O)c1ccccc1SCC(=O)N1CCCC1)Nc1ccc(OC(F)F)cc1	-7	-4
CCOC(=O)C1(Cc2cccc(F)c2)CCN(C2CCOCC2)CC1	-4	5
Cc1ccccc1NC(=O)CSc1n[nH]c(-c2ccco2)n1	0	3
COCOCCn1cc(CN2CCS(=O)(=O)N(Cc3ccc(-c4ccc(C)cc4)cc3)C(C)C2=O)nn1 (stereo not given)	-2	4
COc1cccc(-c2nnc(NC(=O)c3ccc(S(=O)(=O)N4CC(C)OC(C)C4)cc3)o2)c1 (stereo not given)	2	-2
CC1CC(C)CN(C(=O)C(Cc2ccccc2)NC(=O)c2ccccc2)C1 (stereo not given)	-3	4
CC(=C/c1ccc(C(C)C)cc1)/C=N/NC(=O)CSc1ccccn1	18	-3
COC(=O)c1nc2ccccc2s1	-26	7
CCOc1cc(C(=O)Nc2cc(C)on2)cc(OCC)c1OCC	1	32
COc1ccc(OCC(=O)Nc2cccc(S(=O)(=O)N(C)c3ccccc3)c2)c([N+](=O)[O-])c1	4	-3
CCCCCCn1c(SCC(C)C)nc2c1c(=O)[nH]c(=O)n2C	1	-4
Cc1nc(CNS(=O)(=O)c2cc([N+](=O)[O-])ccc2C)cs1	-1	-4
CCc1ccc2[nH]c(=O)c(CN(Cc3ccccc3OC)Cc3nnnn3Cc3ccco3)cc2c1	-11	-1
Cc1cc(C)cc(NC(=O)CSc2nnc(Cn3c(=O)sc4ccccc43)n2C)c1	-8	-5
Cc1ccc(C(=O)NC(=C(Cl)Cl)S(=O)(=O)c2ccc(Cl)cc2)cc1	10	-16
CCCCCCCC(=O)OC(CN1CCCCCC1)CN1CCCC1=O (stereo not given)	3	-3
COc1ccc(CCNC(=O)c2ccccc2OCc2c(C)noc2C)cc1	14	-1
Cc1n[nH]c2ccccc2c1=O	15	-9
COc1ccccc1C1CCN(c2ccc([N+](=O)[O-])cn2)CC1	-15	4
Fc1ccc(NCc2nnc3n2CCCCC3)cc1	8	-7
C[C@@H]1CN([C@@H](C)CO)C(=O)CCCn2nncc2CO[C@@H]1CN(C)C(=O)Nc1ccc2c(c1)OCO2	2	-3
Cc1ccc(C)c(/C=N/n2cc(-c3ccccc3)[nH]c2=S)c1	-12	7
COc1ccc(C2C(C(=O)N3CCOCC3)CCC(=O)N2c2cc(OC)c(OC)c(OC)c2)cc1 (stereo not given)	-18	9
CC(C)C(NS(=O)(=O)c1cccs1)C(=O)NCCN1CCN(c2ccccc2)CC1 (stereo not given)	-17	5
CC(C)(C)OC(=O)NCCCC[C@H](NC(=O)c1[nH]cnc1C(=O)Nc1ccc(Cl)cc1)C(=O)OC(C)(C)C	15	-5
COc1cccc(-c2nn(C)c3sc(C(=O)NCc4ccccn4)cc23)c1	21	5
Cc1ccc(NC(=O)/C(=C\c2ccc3c(c2)OCO3)NC(=O)c2ccco2)cc1	-16	3

# Structural class: the entries above containing a nitro group on carbon (three)
structure	TAG inh	TAG inh DAPI viability
COc1ccc(OCC(=O)Nc2cccc(S(=O)(=O)N(C)c3ccccc3)c2)c([N+](=O)[O-])c1	4	-3
Cc1nc(CNS(=O)(=O)c2cc([N+](=O)[O-])ccc2C)cs1	-1	-4
COc1ccccc1C1CCN(c2ccc([N+](=O)[O-])cn2)CC1	-15	4

# Additional records follow.
structure	TAG inh	TAG inh DAPI viability
CC(Oc1ccccc1)C(=O)OCC(=O)N1CC(=O)Nc2ccccc21 (stereo not given)	12	-8
O=C(NCC(=O)N1CC(O)CC1C(=O)N1CC(O)CC1C(=O)OCc1ccccc1)OCc1ccccc1 (stereo not given)	13	10
O=[N+]([O-])c1cc(-c2csc(NC(CO)c3nc4ccccc4n3CCOCCO)n2)ccc1Cl (stereo not given)	-1	2
O=C(O)c1cc(S(=O)(=O)NCCOc2ccccc2)ccc1Cl	-8	-2
COC(=O)c1ccccc1NC(=O)N1CCN(S(=O)(=O)c2ccc(Cl)cc2)CC1	-4	9
COC(=O)c1cc(S(=O)(=O)NCc2ccccc2)c[nH]1	-11	0
CCOC(=O)C(CCc1ccccn1)c1ccccc1 (stereo not given)	-6	7
COc1ccc(C(=O)COC(=O)CCN2C(=O)C3C4CCC(C4)C3C2=O)cc1 (stereo not given)	-11	13
COc1ccc(-c2cnc3n2CCCCC3)cc1	-12	9
Cc1cc2nnc(SCC(=O)N3CCCCC3)n2c(N)n1	5	-9

# A few values from the results shown.
# O=C(O)c1cc(S(=O)(=O)NCCOc2ccccc2)ccc1Cl | TAG inh = -8
# COc1ccc(-c2cnc3n2CCCCC3)cc1 | TAG inh = -12
# O=C(NCC(=O)N1CC(O)CC1C(=O)N1CC(O)CC1C(=O)OCc1ccccc1)OCc1ccccc1 (stereo not given) | TAG inh = 13
# COc1ccc(C(=O)COC(=O)CCN2C(=O)C3C4CCC(C4)C3C2=O)cc1 (stereo not given) | TAG inh DAPI viability = 13
# CCOC(=O)C(CCc1ccccn1)c1ccccc1 (stereo not given) | TAG inh DAPI viability = 7

# An excerpt from above in order of length of the SMILES, ascending.
structure	TAG inh	TAG inh DAPI viability
Fc1ccc(NCc2nnc3n2CCCCC3)cc1	8	-7
COc1cccc(-c2nn(C)c3sc(C(=O)NCc4ccccn4)cc23)c1	21	5
COCOCCn1cc(CN2CCS(=O)(=O)N(Cc3ccc(-c4ccc(C)cc4)cc3)C(C)C2=O)nn1 (stereo not given)	-2	4

# Filtered by structure, those above with a furan ring, fused or not
structure	TAG inh	TAG inh DAPI viability
COc1cc(NC(=S)NC(=O)c2ccco2)ccc1NC(=O)C(C)C	2	-6
Cc1ccccc1NC(=O)CSc1n[nH]c(-c2ccco2)n1	0	3
CCc1ccc2[nH]c(=O)c(CN(Cc3ccccc3OC)Cc3nnnn3Cc3ccco3)cc2c1	-11	-1
Cc1ccc(NC(=O)/C(=C\c2ccc3c(c2)OCO3)NC(=O)c2ccco2)cc1	-16	3

# Further structures:
structure	TAG inh	TAG inh DAPI viability
Cc1ccc2c(c1)N(C(=O)CCC(=O)N1CCC(C(N)=O)CC1)CC(C)O2 (stereo not given)	-4	-2
CC(=O)NC1C(Oc2ccc3c(C)cc(=O)oc3c2)OC(COC(C)=O)C(OC(C)=O)C1OC(C)=O (stereo not given)	3	-7
Nc1nc(SCC(=O)Nc2ccc(Cl)c([N+](=O)[O-])c2)n[nH]1	-39	10
c1ccc(-n2nnnc2-c2cnc(-c3ccncc3)nc2-c2cccs2)cc1	1	-2
CN(C)C(CNC(=O)c1ccc2nccnc2c1)c1ccco1 (stereo not given)	-18	-2
COC(=O)c1ccc(S(=O)(=O)N2CCN(CCO)CC2)n1C	22	-11
c1cn(CCCNc2ncnc3nc[nH]c23)cn1	0	-4
COCCNC(=O)C(C#N)c1nc2ccccc2nc1N1CCCCCC1 (stereo not given)	0	0
O=P(OC1CCCCC1)(OC1CCCCC1)C(O)c1cccnc1 (stereo not given)	-22	5
CCOC(=O)c1c(O)c2cccc3c2n(c1=O)CC3	-7	8
CCS(=O)(=O)N1Cc2ccccc2CC1C(=O)Nc1ccc(NC(C)=O)cc1 (stereo not given)	-9	4
C=C(C)C(=O)Oc1ccc(N2C(=O)CCC2=O)cc1	24	-14
O=C(Cn1[nH]c(=O)c2ccccc2c1=O)OCC(=O)c1ccccc1	-7	-6
O=C(Nc1cccc(-c2cnc3ccccc3n2)c1)c1cccc(NC(=O)c2ccco2)c1	13	12
COc1ccc2oc(C(=O)OCC(=O)/C(C#N)=C(\C)N)c(C)c2c1	-8	-1
COC(=O)[C@H](CCSC)NC(=O)Nc1cc(OC)cc(OC)c1	-1	-2
NC(=O)[C@H]1CC2(CC(c3cccc(NC(=O)CC(c4ccccc4)c4ccccc4)c3)=NO2)CN1C(=O)CC(c1ccccc1)c1ccccc1 (stereo not given in full)	18	2
O=C(COC(=O)c1cc([N+](=O)[O-])ccc1N1CCOCC1)Nc1cc(F)ccc1F	-24	-2
O=C(COC(=O)c1ccccn1)c1cccc(Br)c1	4	1
CCOC(=O)COc1ccc2c(=O)c(-c3ccc(OC)c(OC)c3)c(C(=O)OCC)oc2c1	28	-13
Cn1cnc2c1c(=O)n(Cc1ccc(F)cc1Cl)c(=O)n2C	-16	26
CCOC(=O)C1(Cc2cccc(OC)c2)CCCN(C(=O)CCc2cccnc2)C1 (stereo not given)	11	-5
COc1cc(F)ccc1-c1cc(C(=O)NCc2cc(C(F)(F)F)cc(C(F)(F)F)c2)[nH]n1	12	-4
COC(=O)c1ccccc1NC(=O)c1ccc(Cn2cc(Cl)cn2)o1	6	-3
CC(NC(=O)COC(=O)c1cccc(S(=O)(=O)N2CCCC2)c1)c1ccccc1 (stereo not given)	1	8
Cc1nn(Cc2ccc([N+](=O)[O-])cc2)c(=O)n1-c1ccccc1Cl	-14	1
CC(C)(C)OC(=O)N(Cc1ccccc1)Cc1ccccc1OCc1cccc(NC(=O)c2ccccc2)c1	7	-9
O=C(c1cc([N+](=O)[O-])ccc1Cl)N1CCN(Cc2ccc3c(c2)OCO3)CC1	-10	10
Cc1ccc(OCc2ccc(C(=O)Nc3nccs3)o2)cc1	1	-10
COc1ccc(C2(C)NC(=O)N(CC(=O)Nc3ccc(S(=O)(=O)N4CCCC4)cc3)C2=O)cc1 (stereo not given)	5	-14
CCOC(=O)c1ccc(NC(=O)CSc2nc3c(c(=O)n2-c2ccccc2OC)SCC3)cc1	48	-10
COc1ccc(Cl)cc1N/C(N)=N/c1nc(C)cc(=O)[nH]1	5	-11
CCc1nnc(NC(=O)CSc2ccc(-c3ccco3)nn2)s1	-1	0
CC(C)C(OC(=O)c1cccs1)C(=O)NCc1cccs1 (stereo not given)	10	6
Cc1ccc(Cc2nnc(SCC(=O)Nc3ccccc3C)[nH]c2=O)cc1	-4	13
Cc1ccc(C)c(NC(=O)COC(=O)c2cccc(S(=O)(=O)N3CCCCC3)c2)c1	-17	2
CCOC(=O)c1cnc(/N=C/N(C)C)s1	4	2
O=C(NCCO)c1ccc(-c2cnc3cccnn23)cc1	9	6
Cc1ccc(Cn2c(N3CCCCCC3)nc3c2c(=O)[nH]c(=O)n3C)cc1	-34	-2
CC(C)Oc1ccc(N2CC(C(=O)Nc3ccccc3C(=O)NC3CC3)CC2=O)cc1 (stereo not given)	-9	-5
Cc1cc(Cl)ccc1NNC(=O)c1cccs1	-9	-1
COc1ccc(NC(=O)c2ccccc2N(Cc2ccccc2)S(C)(=O)=O)cc1OC	-17	18
CC(=O)Oc1ccccc1C(=O)NC(C)CCc1ccccc1 (stereo not given)	-16	-7
CCN(CC(=O)NCc1cccs1)c1ccc(S(=O)(=O)N2CCN(C)CC2)cn1	2	4
Cn1nccc1C(=O)Nc1sc2c(c1C(N)=O)CCCC2	6	18
CCCCS(=O)(=O)N1CCCC(C(=O)N2CCOCC2)C1 (stereo not given)	6	2
O=C(O)c1ccccc1N/C=C\[N+](=O)[O-]	-4	-3
COc1c(OC2OC(C(=O)O)C(O)C(O)C2O)cc(O)c2c(=O)cc(-c3ccccc3)oc12 (stereo not given)	13	-2
CCCCC(=O)N(C)c1c(C)nc2ccc(C(=O)Nc3cccc(OC)c3)cn12	5	2
Clc1ccc(OCCCCSc2ncccn2)cc1	2	0

# New compounds follow
structure	TAG inh	TAG inh DAPI viability
C[C@]12c3[nH]c4ccc(Cl)cc4c3CCN1C(=O)[C@@H](CC(=O)NCc1ccco1)C[C@@H]2C(=O)N1CCOCC1	5	-9
CCc1ccc(S(=O)(=O)Nc2nnc(N)s2)cc1	9	-9
CC(C)(C)c1ccc(C(=O)Nc2cccc(S(=O)(=O)NC3=NCCC3)c2)cc1	25	-4
O=C1N[C@@H](Cc2c[nH]c3ccccc23)COC(=O)[C@@H](Cc2ccc(F)cc2)CC/C=C/C[C@@H]1CC(=O)N(CCO)Cc1ccccc1	19	-3
CCN(CC)C(=O)Cn1cc(C(=O)C(=O)NCc2cccs2)c2ccccc21	7	2
CN(C)c1ccc(Nc2nc(-c3cccnc3)cs2)cc1	-3	-4
COC(OC)c1ccc(C#N)c(SCc2ccccc2)n1	-7	8
Cc1noc(C)c1S(=O)(=O)N1CCCC(C(=O)N2CCc3ccccc3C2)C1 (stereo not given)	-17	-5
O=C(COc1ccc(Cl)cc1Cl)Nc1ccc(CN2CCCCC2)cc1	-5	25
CSc1ccccc1OCc1cc(C(=O)N2CCN(c3ccccc3)CC2C)no1 (stereo not given)	-6	0
Cc1cc(Cl)ccc1OCC(=O)N1CC(C)CC(C)C1 (stereo not given)	-19	5
